HIV peptide binding: inhibitors of HIV fusion peptide binding, primary screen, biochemical, uHTS, fluorescence dequenching (AID 1986); cell-free peptide binding, fluorescence dequenching, 30 min; higher % means a stronger effect; 0.3% of 290,000 active; inhibition, % at 20 µM; hits with a dose series show IC50 in µM; in the data active means inhibition mostly above about 52%, no sharp cut-off; inactive means mostly below about 76%; further: some results filed as inactive read as strong as hits
GPR35 antagonists: GPR35 antagonists blocking zaprinast-driven arrestin recruitment, primary screen, imaging, U2OS, beta-arrestin-GFP, zaprinast agonist (AID 2058); U2OS GPR35 beta-arrestin-GFP translocation imaging, zaprinast antagonism; higher % means a stronger effect; inhibition, % at 10 µM, or IC50 in µM where a hit was titrated; 0.052% of 290,000 active;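 active means inhibition of at least 50% with at least 30 cells and total cytoplasm GFP at most 10,000,000; inconclusive means under 30 cells or total GFP of 10,000,000 plus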
UTI89 phage lysis: protection from phage-mediated lysis, alamar blue read-out – E. coli UTI89, K1F phage, bacterial capsule biogenesis inhibitors (AID 488966); inhibition, % at 100 µM, or IC50 in µM where a hit was titrated; 0.02% of 340,000 active; E. coli UTI89 K1F phage lysis, alamar blue, 2 h; higher % means a stronger effect;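 active means phage lysis inhibition, versus mean bacterial control, above a set limit; inconclusive means no clear call, values can overlap the other calls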;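 further: capsule biogenesis inhibitors block K1F phage lysis so surviving cells raise fluorescence; higher fluorescence means more inhibition of phage lysis; actives were called in the ten point dose series up to 300 µM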
PhoP inhibition: inhibitors of PhoP regulon expression, primary screen, Salmonella Typhimurium, GFP reporter (AID 1863); S. Typhimurium PhoP-regulated promoter GFP reporter, 4 h; higher % means a stronger effect; inhibition, % at 50 µM, or IC50 in µM where a hit was titrated; 0.16% of 300,000 active;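 active means inhibition over 29.93%, a cutoff 3 SD above the screen mean, later confirmed by dose response; inconclusive means inhibition over 29.93% but no dose response follow-up; inactive means inhibition at most 29.93% or unconfirmed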;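 further: 0% = low Mg2+ inducing control and 100% = high Mg2+ repressing control; strong numbers were not always called active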
GPR55 LPI antagonism: GPR55 antagonists blocking LPI-driven arrestin recruitment, primary screen, imaging, U2OS, beta-arrestin-GFP, LPI agonist (AID 2013). U2OS GPR55 beta-arrestin-GFP translocation imaging, LPI antagonism; higher % means a stronger effect. inhibition, % at 10 µM; hits with a dose series show IC50 in µM. 0.13% of 290,000 active;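 active means spots per cell inhibited over 60%, with over 100 cells counted and total cytoplasm intensity under 500,000; inconclusive means wells with under 100 cells, flagged as likely toxic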;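 further: U2OS cells stably carrying GPR55 and arrestin-GFP stimulated by 5 µM LPI near EC80; imaged beta-arrestin-GFP aggregate spots per cell after agonist stimulation; plate controls were LPI-stimulated DMSO wells for no effect and DMSO wells without LPI for full effect; some results filed as inactive read as strong as hits; confirmed hits need IC50 under 10 µM and bright autofluorescent wells are also inconclusive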
SV40 large T antigen: TAg ATPase/helicase activity blockers – biochemical (AID 1903); SV40 large T antigen ATPase/helicase inhibition assay; higher % means a stronger effect; inhibition, % at 20 µM, or IC50 in µM where a hit was titrated; 0.39% of 310,000 active; in the data active means a potency from the dose series; inconclusive means inhibition mostly from about 32% at the one dose, without a potency; inactive means the rest, 99 in 100 with inhibition below about 32%; further: strong numbers were not always called active
NS5 inhibitors: Dengue-2 NS5 methyltransferase inhibitors, primary screen, biochemical, confirmation dose response (AID 588689). Dengue-2 NS5 methyltransferase capping enzyme assay, biochemical; higher % means a stronger effect. inhibition, % at 25 µM, or IC50 in µM where a hit was titrated. 0.3% of 340,000 active; in the data active means a potency from the dose series; inconclusive means inhibition above about 29% without an active follow-up result
RSV CPE inhibition: inhibition of RSV-induced cytopathic effect – HEp-2 cells, primary 10 µM value included (AID 2391). CPE inhibition, % at 10 µM; hits with a dose series show IC50 in µM. 0.13% of 310,000 active. HEp-2 cells, RSV-induced CPE inhibition; higher % means a stronger effect; in the data active means a potency from the dose series; inconclusive means CPE inhibition mostly from about 23% at the one dose, without a potency; inactive means the rest, 99 in 100 with CPE inhibition below about 21%; further: strong numbers were not always called active
Rac1 GTP hydrolysis: MgcRacGAP GTPase-activating activity inhibitors, confirmation, biochemical, ADP Hunter fluorescence; MgcRacGAP-stimulated Rac1 GTP hydrolysis, ADP Hunter fluorescence; higher % means a stronger effect; GST-tagged Rac1 F28L mutant substrate; one-dose inhibition, % at 30 µM; IC50 in µM for titrated hits; 0.6% of 340,000 active; AID 624330;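 active means first-screen hits whose inhibition reached a set limit at any dose in the follow-up dose series; inconclusive means inhibition above the set first-screen limit but never retested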;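 further: fluorescence reports GDP produced by GAP-driven GTP hydrolysis; strong numbers were not always called active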
The depositor's hits bear a star; i = inactive; ? = inconclusive; nt = not tested or not shown; [ ] = dose if it differs, or a comment.

Values run as follows: HIV peptide binding, GPR35 antagonists, UTI89 phage lysis, PhoP inhibition, GPR55 LPI antagonism, SV40 large T antigen, NS5 inhibitors, RSV CPE inhibition, Rac1 GTP hydrolysis
CC(C)(C)NC(=O)NC(=O)CN1CCC(Cc2ccccc2)CC1
  -0.8%, 4%, 1.0%, 0%, 12%, 9%, -4%, 0.0%, 3%
CC(C)(C)SCCSC1=CC(=O)CC(c2ccccc2)C1 (configuration not stated)
  0.7%, -3%, 0.1%, -5%, -8%, 4%, -8%, 4.2%, 11%
COc1ccc(NS(=O)(=O)c2cc(NC(=O)c3cccs3)ccc2N2CCCC2)cc1
  1.0%, -11%, -0.5%[50 µM], 16%, 3%, 1%, -9%, 2.5%, -9%
CCCc1cc(=O)[nH]c(SCC(=O)c2c(N)n(C3CC3)c(=O)[nH]c2=O)n1
  nt, nt, 0.3%[50 µM], nt, nt, nt, -4%, 0.4%, 2%
Cc1cc(C)c(NC(=O)CNC(=O)COC(=O)C2=COCCO2)c(C)c1
  nt, nt, 2.6%[50 µM], -7%, nt, 4%, -7%, -0.7%, 2%
COc1ccc(C2C(C(C)=O)=C(O)C(=O)N2c2nccs2)cc1OC (configuration not stated)
  -0.3%, -4%, 1.4%[50 µM], 10%, 1%, 7%, -8%, 0.2%, -2%
COC(=O)N1CCN(c2ccc(Cl)c(Cl)c2)CC1
  -1.7%, 9%, 1.1%, 31%, -5%, 5%, -7%, 9.3%, 6%
CCn1c(SCC(=O)NCC2CCCO2)nnc1-c1ccc(Cl)cc1 (configuration not stated)
  0.7%, -11%, -1.6%, -4%, 6%, 1%, -5%, 1.2%, -2%
COc1ccc(Cl)cc1C(=O)NNC(=O)COC(=O)CC(NC(C)=O)c1ccccc1 (configuration not stated)
  nt, nt, 1.0%[50 µM], -3%, nt, 16%, 1%, 0.2%, 11%
CCCSc1nc(N)cc(=O)[nH]1
  -2.7%, 18%, -1.6%, 2%, 2%, 1%, 1%, 2.4%, 5%
COc1ccc(S(=O)(=O)N2CCC(C)CC2)cc1OC
  0.2%, -3%, -0.8%, -2%, -2%, 20%, -3%, 1.2%, -3%
CCCCNC(=O)C1CCN(S(=O)(=O)c2ccc3c(c2)CC(C)N3C(=O)C2CC2)CC1 (configuration not stated)
  0.8%, -4%, -1.8%, nt, -6%, nt, -4%, 0.4%, 7%
CCS(=O)(=O)Nc1ccc(-c2ccc(NS(=O)(=O)CC)c(OC)c2)cc1OC
  -1.9%, -7%, -0.6%, -11%, 2%, 10%, -6%, 2.9%, 0%
Cc1[nH]c2ccccc2c1C(=O)C(=O)NC1CC(=O)N(c2ccc(F)cc2)C1 (configuration not stated)
  nt, nt, 0.4%[50 µM], -3%, nt, 13%, -4%, -0.9%, 10%
CC(=O)n1cc([C@H]2C=C(C(=O)NCc3ccccc3)O[C@@H](OCCCCO)C2)c2ccccc21
  0.8%, -10%, 0.9%, -4%, 4%, 5%, -21%, -1.7%, 7%
COc1ccc(NC(=O)Cn2nnc3sc4c(c3c2=O)CC(C)(C)OC4)cc1
  1.0%, -6%, 3.3%, -15%, -3%, 8%, -1%, 4.0%, 9%
O=C(c1ccc(F)cc1)N1CCN(c2ccc(N3CCOCC3)nn2)CC1
  -0.6%, -2%, 1.7%[50 µM], -1%, 2%, 19%, -3%, -1.6%, 8%
COC(=O)c1ccsc1NC(=O)c1ccco1
  3.3%, 1%, -0.1%, 1%, 4%, 26%, -3%, 0.9%, 6%
CCOC(=O)c1sc(N2N=C(C)C(N=Nc3cccc(C)c3)C2=O)nc1C (configuration not stated)
  9.3%, -1%, 0.1%, 2%, 6%, 29%, 9%, 4.7%, 11%
CC(C)(C)C1CCc2c(sc(NC(=O)C3CC=CCC3C(=O)O)c2C#N)C1 (configuration not stated)
  54%, 3%, -3.9%, -3%, 33%, 23%, 39µM*, ?, 7%
CCCc1cc(=O)[nH]c(SCC(=O)c2[nH]c(C)c(C(=O)OCC)c2C)n1
  5.4%, 3%, 0.1%[50 µM], -9%, -11%, 1%, -8%, 1.9%, -1%
Cc1ccccc1C(=O)N1CCC(C(=O)N(CC(C)C)c2c(N)n(CC(C)C)c(=O)[nH]c2=O)CC1
  nt, nt, 0.2%[50 µM], nt, nt, nt, -2%, -0.1%, 1%
Cc1c(-n2cc(C(=O)O)c(=O)c3cc(F)c(N4CCCC(O)C4)c(F)c32)c(=O)n(-c2ccccc2)n1C (configuration not stated)
  1.8%, -3%, 0.3%, 2%, -3%, -5%, -5%, 3.3%, 9%
CCCS(=O)(=O)N1CCC(C(=O)NC2CCC(C)CC2)CC1 (configuration not stated)
  -2.1%, 3%, 6.5%, 2%, 20%, -9%, -2%, -2.0%, 2%
Cc1oc(-c2ccc(Cl)cc2)nc1CN1CCC(C(=O)NCc2ccco2)CC1
  0.8%, 9%, -0.2%, 18%, 12%, 6%, -6%, -0.9%, 4%
COc1cccc(C(=O)Nc2nnc(-c3ccc(F)cc3)o2)c1
  8.0%, 0%, i, -4%, 0%, nt, 1%, 6.6%, 8%
CN(C)CCCNC(=O)C(=O)Nc1cc2c3c(c1)CCC(=O)N3CCC2
  -0.3%, 7%, 0.2%, -6%, 2%, 8%, -5%, 0.8%, 9%
CC1(C)CC(=O)C(C=Nc2ccncc2)=C(O)C1
  nt, nt, 0.1%, nt, nt, nt, -1%, -0.2%, 6%
COc1cc(NC(=S)N2CCCC2)cc(OC)c1
  0.3%, -12%, 0.0%, -6%, 6%, 12%, -4%, 0.8%, -7%
CCC1(CC)Nc2ccccc2C(=O)N1c1ccc(OC)cc1
  1.3%, 2%, 0.7%, -4%, 26%, 9%, -6%, 0.8%, 4%
COc1cc2c(cc1OC)C(c1ccc(-c3cc(Cl)ccc3Cl)o1)=NCC2
  -1.3%, -8%, 1.3%, 3%, 6%, 1%, 6%, 18%, -8%
S=C(N/N=C/c1cccs1)NC1CC2CCC1C2 (configuration not stated)
  -1.4%, -1%, nt, -12%, -6%, 12%, nt, 17%, nt
COc1ccc(CN(C)Cc2nc(Cc3ccccc3Cl)no2)cc1OC
  -1.5%, 6%, 0.0%, 9%, -5%, 9%, 2%, 8.3%, 9%
C=CCOc1ccc(/C=C/C(=O)OCC(=O)NCC2CCCO2)cc1 (configuration not stated)
  nt, nt, 1.2%[50 µM], 1%, nt, 10%, -10%, -1.7%, 11%
CC(=O)c1cc2c(cc1NC(=O)c1cnc(C)cn1)OCO2
  1.4%, 7%, 0.1%, -8%, 21%, 5%, -8%, -0.2%, 5%
O=C(CNC(=O)[C@@H]1Cc2ccccc2CN1)Nc1ccc2c(c1)OCCO2
  -0.4%, 8%, 0.3%, -6%, 4%, 10%, 0%, 1.5%, 4%
Cc1cc(C(=O)N/N=C/c2ccc(Cl)c([N+](=O)[O-])c2)c(C)n1-c1ccc(F)cc1
  3.3%, -6%, -2.1%, 11%, 4%, 9%, -5%, 16%, 7%
O=C(CNc1ccc(F)cc1)N/N=C/C1CC=CCC1 (configuration not stated)
  -3.9%, 6%, 0.1%, -1%, -14%, 5%, 4%, 0.4%, 2%
Cc1nc(-c2ccc(Cl)cc2)sc1C1(C)CC(c2ccc(F)cc2)=NO1 (configuration not stated)
  -1.1%, 2%, 1.3%, 1%, 12%, 4%, -1%, -0.3%, 6%
COc1cc(CN2CCNC(=O)C2CC(=O)NC2CCCC2)cc(OC)c1 (configuration not stated)
  1.3%, 0%, -0.1%[50 µM], -2%, 2%, 8%, 1%, 6.1%, 8%
CC(=O)c1ccc(C(=O)Nc2ccc3c(c2)C(=O)NC3=O)cc1
  -2.7%, -9%, 0.6%, nt, 2%, nt, 0%, 0.8%, 16%
c1ccc2c(CSc3ncnc4nc[nH]c34)cccc2c1
  4.0%, -5%, -0.1%, -6%, 8%, -1%, 1%, 8.9%, 7%
O=C(Cn1ccc(C(F)(F)F)n1)N=Nc1c(O)[nH]c2ccccc12
  -1.0%, 5%, -0.4%, -7%, -7%, -2%, -4%, 5.8%, 5%
COc1ccc(-c2nnn(Cc3nc(N)nc(N4CCCCC4)n3)n2)cc1
  -1.5%, -17%, 0.2%, 0%, -8%, 9%, -3%, 2.4%, 1%
Cn1c(=O)[nH]c(=O)c2c1nc(NCCCn1ccnc1)n2Cc1ccccc1
  -1.0%, 3%, 1.0%, -6%, 3%, -1%, nt, 0.6%, 6%
O=C(NCCNC(=O)c1cc(Cl)ccc1Cl)c1ccco1
  0.3%, 2%, 0.2%, 6%, -3%, 6%, -2%, 1.2%, 4%
O=C(/C=C/c1ccco1)Nc1ccc(Oc2ccccc2)cc1
  6.1%, 9%, 1.1%, 5%, -3%, 23%, -1%, -0.4%, 9%
COc1ccc(N2CCN(S(=O)(=O)c3c(C)[nH]c(C)c3C(=O)N3CCCCC3)CC2)cc1
  -1.5%, 12%, 0.2%, -7%, 15%, 27%, -9%, 1.8%, 21%
COc1cc(C(=O)NCCOc2ccc(F)cc2)c(Br)c(OC)c1OC
  -0.4%, -16%, 0.0%, 8%, -12%, 2%, 6%, 2.6%, 1%
O=C(Nc1ccc(N2C(=O)C3CCCCC3C2=O)cc1Cl)c1cccs1 (configuration not stated)
  0.9%, 2%, -0.1%, -6%, 13%, 9%, 0%, 4.7%, 2%
O=C(O/N=C/c1ccc(Cl)cc1)C1CCCCC1
  1.3%, 1%, 0.4%, -1%, -11%, 3%, -5%, 3.7%, 0%
O=C(CSc1ccccc1C(=O)O)Nc1ccc2c(c1)OCO2
  nt, nt, 0.8%[50 µM], nt, nt, nt, -3%, 1.1%, 2%
O=C1CCC(/C=C/c2ccccc2)=NN1
  -1.0%, -2%, -0.8%, 2%, 5%, -3%, -6%, -2.5%, 8%
CSc1oc(-c2ccccc2)nc1S(=O)(=O)c1ccc(F)cc1
  2.3%, 11%, -0.1%, -5%, 10%, 4%, -4%, 10%, 12%
CCCCCN(C(=O)CCC(=O)OCC(=O)NCc1cccc(OC)c1)c1c(N)n(CCCC)c(=O)[nH]c1=O
  -2.3%, 1%, -0.3%, -2%, 8%, 1%, 4%, -0.3%, 3%
O=C(O)CSc1nnc(Cn2nnc3ccccc32)n1CCc1ccccc1
  0.4%, -8%, 0.0%, 9%, 8%, 8%, 0%, 1.4%, 3%
O=C(COC(=O)c1ccccc1Nc1ccc(SC(F)F)cc1)NC1CC1
  2.5%, -1%, 0.2%, -13%, 12%, 2%, -6%, ?, 14%
Cn1c(=O)c2c(nc(NCc3ccco3)n2C/C=C/c2ccccc2)n(C)c1=O
  -2.4%, 1%, 1.1%, 5%, 9%, 8%, 3%, 8.6%, 13%

Assay outcomes as filed in PubChem.
